# Assay outcomes (PubChem BioAssay)
# Abeta yeast res: qHTS for compounds that reverse cellular toxicity of Amyloid beta (A-beta) peptide in yeast: Primary Screen. yeast expressing A-beta42, growth rescue, OD600, 48 h; response scale: 0% DMSO, 100% iron-clioquinol control. 410,000 tested, 0.063% active. Potency, µM (titrated, usually from 46.1 µM), for inactives: at the top dose growth rescue, hits mostly activators; also: potency is read from the fitted curve at half-maximal effect; nearly all actives have a fitted effect of over 55% in size
#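 Yeast A-beta toxicity model in growth medium with pinned compounds, 48 h at 30 C; growth read as absorbance at 600 nm. Normalized to FeCl3/clioquinol equimolar mix (positive) and DMSO (negative).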
# PTHR1 agonist: qHTS for PTHR1 Agonists: Primary Screen; HEK293 GP2 PTHR1 cells, GloSensor cAMP luminescence, 1 h; Potency, µM (top dose mostly 115 µM), without a hit: top-dose activation, most hits filed as activators; 410,000 tested, 0.075% active; also: potency is read from the fitted curve at half-maximal effect; nearly all actives have a fitted effect of over 55% in size; some results filed as inactive show a strong effect at the top dose; inactives centre near -15; many of its hits are not listed in these tables
# Target sequence (Q03431 whole entry, looked up): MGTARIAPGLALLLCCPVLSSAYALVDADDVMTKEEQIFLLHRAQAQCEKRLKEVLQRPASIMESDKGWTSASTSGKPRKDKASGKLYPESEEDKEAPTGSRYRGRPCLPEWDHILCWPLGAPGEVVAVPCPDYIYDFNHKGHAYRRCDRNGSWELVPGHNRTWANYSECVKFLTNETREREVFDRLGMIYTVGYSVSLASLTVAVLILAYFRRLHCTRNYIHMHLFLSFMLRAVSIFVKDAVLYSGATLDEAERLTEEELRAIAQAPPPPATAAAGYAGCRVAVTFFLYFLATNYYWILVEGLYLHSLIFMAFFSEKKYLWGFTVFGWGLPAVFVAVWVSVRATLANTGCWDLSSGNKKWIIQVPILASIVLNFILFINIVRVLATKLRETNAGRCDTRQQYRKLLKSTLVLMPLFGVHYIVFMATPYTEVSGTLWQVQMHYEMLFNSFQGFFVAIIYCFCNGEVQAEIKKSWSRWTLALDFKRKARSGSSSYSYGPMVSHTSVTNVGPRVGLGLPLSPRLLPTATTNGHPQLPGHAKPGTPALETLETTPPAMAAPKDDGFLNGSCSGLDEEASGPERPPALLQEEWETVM
#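 HEK-293-derived GP2 cells expressing PTHR1 and a GloSensor cAMP reporter, 3,000/well, plated overnight, given luciferin plus IBMX (each 0.5 mM as added) for 1 h at 37 °C, then compound for 1 h at 37 °C. Luminescence was read after 15 min at room temperature.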
# Mm-Cpn inhibitor: Inhibitors of TCP-1 ring complex (TRiC) of Methanococcus maripaludis (MmCpn): qHTS; Chaperonin Mm-Cpn (Methanococcus maripaludis); purified Mm-Cpn ATPase, ADP Transcreener TR-FRET; Potency, µM (titrated, usually from 76.9 µM), for the others: top-dose activity, negative = inhibition, actives largely listed as inhibitors; 330,000 tested, 0.031% active; also: potency is read from the fitted curve at half-maximal effect; % is scaled to controls: 0 for no effect and ±100 for the full control effect; nearly all actives have a fitted effect of over 80% in size
#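 Quantitative HTS used 25 nM Mm-CPN and 10 uM ATP in magnesium/KCl Tris buffer, pH 7.4, with 1 mM DTT. Hydrolysis ran 30 min at 37°C; ADP was read by HTRF.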
# HEK293 tox: qHTS of GLP-1 Receptor Inverse Agonists: Cytotox Screen. 410,000 tested, 0.13% active. Potency, µM (doses to about 38.3 µM), for inactives: at the top dose activity change, negative = inhibition, most hits filed as inhibitors. AID 624418, 2012. HEK293 cAMP-luciferase reporter cells, luminescence, 24 h;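 also: loss of luciferase light is scored as toxicity; potency is read from the fitted curve at half-maximal effect; % is scaled to controls: 0 for no effect and ±100 for the full control effect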
#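 A 23 nL compound transfer followed 12 hours of cell culture at 37 deg C; exposure then lasted 24 hr. Luciferase assay detection reagent was dispensed and plates read for luminescence after a 12 min room-temperature wait.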
# FUS suppressor: qHTS for Suppressors of FUS Proteinopathy: Primary screen using FUS-linked yeast assay. S. cerevisiae FUS-expressing, growth rescue, OD600, 24 h. Potency, µM (top dose mostly 76.6 µM), inactives show at the top dose growth rescue (activation), usual class: activators. 390,000 tested, 0.24% active;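 also: potency is read from the fitted curve at half-maximal effect; plate controls were DMSO vehicle for no effect and reference control for full effect; nearly all actives have a fitted effect of over 55% in size; some results filed as inactive show a strong effect at the top dose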
#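 Yeast expressing FUS under galactose induction, OD 0.005 in 2% galactose medium; compounds in a dilution series, 24 h at 30C. Growth rescue by absorbance at 600 nm; CP55940 positive control, DMSO negative.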
# Akt phos inh: HTS Assay for Inhibitors of Akt Phophorylation: Primary Screen; Neuro2A IGF-stimulated pAkt S473 HTRF, 20 min; hits give low values; 360,000 tested, 0.32% active; activity change, % for hits at 50 µM; in the data active = activity change below about -80%; inconclusive = mostly about -51% to -80%; also: % is scaled to controls: 0 for no effect and ±100 for the full control effect
#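 Neuro2A cells (4,500/well, DMEM with 0.5% FBS) were treated with compound at a single 50 µM final concentration, stimulated with 6 nM IGF for 20 min at 37 °C, and lysed. Phospho-Akt Ser473 was read by HTRF as 665/615 ratio ×10^4.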
# aSyn yeast inh: qHTS of alpha-syn Inhibitors | Yeast expressing alpha-synuclein, growth rescue, BacTiter-Glo, 24 h | Potency, µM (series often up to 46.1 µM), for inactives: top-dose growth rescue (activation), usual class: activators | 370,000 tested, 0.14% active | AID 652106, 2013; also: potency is read from the fitted curve at half-maximal effect; % of control where 0% means no effect; nearly all actives have a fitted effect of over 65% in size
#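 Rescue of yeast growth: cells expressing toxic alpha-synuclein, induced in galactose at OD600 0.02, incubated with compound 24 h at 30 C. ATP luminescence quantified growth; inhibitors of toxicity appear as activators.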
# TDP-43 yeast inh: qHTS of TDP-43 Inhibitors. TDP-43 expressing yeast growth rescue, BacTiter-Glo, 24 h. Potency, µM (doses to about 46.1 µM), inactives show at the highest dose growth rescue (activation), most hits filed as activators. 410,000 tested, 1.8% active; also: potency is read from the fitted curve at half-maximal effect; % of control where 0% means no effect; nearly all actives have a fitted effect of over 50% in size
#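 Growth rescue of TDP-43-toxic yeast measured as ATP luminescence (BacTiter-Glo). Cells grown to mid-log in raffinose, induced in galactose at OD600=0.02, exposed to compound 24 hr at 30 deg C.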
# GLP-1R inv ag: qHTS of GLP-1 Receptor Inverse Agonists (Inhibition Mode); Glucagon-like peptide 1 receptor (Homo sapiens), P43220; HEK293 GLP-1R CRE-luciferase, luminescence, 24 h; GLP-1R form is constitutively active; Potency, µM (series often up to 38.3 µM), inactives show top-dose activity change, negative = inhibition, hits mostly inhibitors; 410,000 tested, 1.6% active; AID 624417, 2012; also: potency is read from the fitted curve at half-maximal effect; % is scaled to controls: 0 for no effect and ±100 for the full control effect; nearly all actives have a fitted effect of over 55% in size
# Target sequence (P43220 whole entry, looked up): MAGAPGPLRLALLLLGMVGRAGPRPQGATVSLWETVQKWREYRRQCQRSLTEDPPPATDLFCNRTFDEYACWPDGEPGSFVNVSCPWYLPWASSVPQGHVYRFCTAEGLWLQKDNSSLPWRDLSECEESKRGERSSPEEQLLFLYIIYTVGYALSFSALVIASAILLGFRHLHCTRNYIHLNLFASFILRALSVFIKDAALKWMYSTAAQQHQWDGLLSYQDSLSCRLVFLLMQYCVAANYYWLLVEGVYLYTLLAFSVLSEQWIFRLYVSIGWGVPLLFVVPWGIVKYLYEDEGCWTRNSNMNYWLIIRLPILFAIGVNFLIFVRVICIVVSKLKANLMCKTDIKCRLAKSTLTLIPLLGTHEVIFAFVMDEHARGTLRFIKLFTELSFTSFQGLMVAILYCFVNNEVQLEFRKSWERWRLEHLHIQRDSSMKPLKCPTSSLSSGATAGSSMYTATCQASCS
#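 GLP-1R inverse agonism mode: basal reporter luminescence in engineered HEK293 cells measured after one day of compound exposure at 37 deg C, with a 12 min room-temperature detection step.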
# Numbers without * were called inactive; i = inactive; ? = inconclusive; nt = no result given; [ ] = remark or other dose. Unless noted, calls follow the shape of the dose curve; as a rule, active = well fitted curve in the direction sought with a large enough effect; inconclusive = small, poorly fitted or top-dose-only effect, or another doubt; inactive = no such curve, though single readings can be large; an effect the other way counts as inactive or inconclusive.
# Field names – A = Abeta yeast res; B = PTHR1 agonist; C = Mm-Cpn inhibitor; D = HEK293 tox; E = FUS suppressor; F = Akt phos inh; G = aSyn yeast inh; H = TDP-43 yeast inh; I = GLP-1R inv ag
Cc1cc(OCc2cc(C(=O)NCCN3CCCCC3CO)no2)cc(C)c1Cl (configuration not stated)
  A: 1.7%	B: -3.6%	C: 0.4%	D: ?	E: 10.3%	F: i	G: -2.6%	H: -6.3%	I: ?
COc1ccc(OC)c(NC(=O)c2ccc3c(c2)C(=O)N(c2ccc(OC(C)=O)cc2)C3=O)c1
  A: 3.8%	B: i	C: -0.9%	D: -17.7%	E: -14.5%	F: i	G: -8.4%	H: 9.1%	I: -8.1%
O=C(Nc1sc2c(c1C(=O)NCc1cccnc1)CCCC2)c1ccco1
  A: -10.2%	B: ?	C: -7.3%	D: 1.6%	E: 15.2%	F: i	G: -10.7%	H: -1.6%	I: 0.0%
Cn1cccc1C(=O)NC(=O)COC(=O)c1ccccc1O
  A: 13.0%	B: i	C: -1.6%	D: -8.9%	E: 12.2%	F: i	G: -0.4%	H: -7.7%	I: -3.4%
COCCCNC(=S)Nc1cc(C)c(C)cc1C
  A: ?	B: i	C: 0.0%	D: 0.4%	E: -6.4%	F: i	G: 3.5%	H: -2.3%	I: -1.2%
Cc1ccc2cc(CN(c3ccc(C)c(C)c3)S(C)(=O)=O)c(=O)[nH]c2c1
  A: -2.2%	B: -39.3%[inhibitor]	C: 0.4%	D: -16.8%	E: 44.5%	F: i	G: -1.9%	H: -0.2%[9.22 µM]	I: -22.8%
O=C(C1=C[C@@H](c2ccccc2)C[C@@H](OCc2ccc(CO)cc2)O1)N1CCOCC1
  A: 3.7%	B: i	C: nt	D: 2.1%	E: -7.9%	F: i	G: 4.7%	H: 20.6%	I: 9.0%
Cc1cccc(C2CC(c3ccccc3)Nc3ncnn32)c1 (configuration not stated)
  A: 6.4%	B: -3.1%	C: 0.6%	D: 5.4%	E: -8.1%	F: i	G: -11.8%	H: 0.0%	I: -37.3%
CN(Cc1ccccc1F)Cc1cc(=O)oc2cc(O)c(Cl)cc12
  A: 20.0%	B: -11.4%	C: -4.4%	D: nt	E: 26.1%	F: i	G: -8.8%	H: -19.5%	I: ?
COc1ccc(C(=O)NCC(=O)N/N=C/c2ccc(C)o2)cc1OC
  A: 12.4%	B: 1.2%	C: 0.8%	D: -28.6%	E: -0.6%	F: i	G: -5.6%	H: 14.2%	I: 37.6%[activator]

# Copied from the list.
# Under GLP-1R inv ag, Cc1ccc2cc(CN(c3ccc(C)c(C)c3)S(C)(=O)=O)c(=O)[nH]c2c1 is listed with -22.8%
# Under Mm-Cpn inhibitor, Cc1cc(OCc2cc(C(=O)NCCN3CCCCC3CO)no2)cc(C)c1Cl (configuration not stated) is listed with 0.4%

# (listing goes on)
molecule	Abeta yeast res	PTHR1 agonist	Mm-Cpn inhibitor	HEK293 tox	FUS suppressor	Akt phos inh	aSyn yeast inh	TDP-43 yeast inh	GLP-1R inv ag
CC(=O)c1ccc(NS(=O)(=O)c2cc3c(cc2C)N(C(C)=O)CCO3)cc1	12.2%	-23.9%	0.4%	0.6%	-1.5%	i	1.5%	2.2%	59.2%[activator]
CN1C(c2ccc(F)cc2)=CS/C1=C(/C#N)c1nnc(N2CCOCC2)n1-c1ccccc1	-10.3%	-20.7%	-0.4%	?	-8.0%	i	-1.7%	-4.8%	0.6%
O=C(O)C1C2CCC(C2)C1C(=O)Nc1cccc([N+](=O)[O-])c1 (configuration not stated)	5.6%	i	-0.5%	4.1%	-9.0%	i	-0.6%	-1.6%	3.5%
CSCCC(NC(=O)/C(=C/c1ccco1)NC(=O)c1ccco1)C(=O)O (configuration not stated)	-3.6%	17.4%	nt	7.9%	?	i	-7.9%	-40.4%[inhibitor]	?
O=C(/C(=C/c1ccccc1)c1ccccc1)N1CCCCC1	-18.4%	-17.3%[57.5 µM]	-1.6%	7.1%	9.3%	i	0.6%	-12.0%	?
O=C(CCN1C(=O)C2C3C=CC(C3)C2C1=O)NC1CCCCC1 (configuration not stated)	5.9%	13.1%	1.3%	4.1%	-2.4%	i	-5.6%	1.9%	16.9%
COC(=O)COc1ccc(S(=O)(=O)Nc2ccccc2SC)cc1	26.4%	-3.7%	-6.8%	11.2%	14.0%	i	7.7%	19.6%	-2.3%
COc1cc2cc(NC(C)=O)cc(NCc3ccccc3)c2cc1OC	?	i	-18.8%	-6.2%	39.2%	i	14.7%	-11.8%	83.5%[activator]
CCc1ccc2c(c1)[C@H]1OCC[C@H]1[C@@H](c1cccs1)N2	-55.6%[inhibitor]	-10.4%	-1.2%	-26.5%	-16.9%	i	1.5%	24.0%	?
Cc1cnc(-c2nnc(N(C)C(=O)C3CCOC3)s2)cn1 (configuration not stated)	13.2%	i	0.5%	4.3%	9.2%	i	1.6%	16.0%	2.7%
O=C(NCc1nc(-c2ccc(Cl)cc2)no1)c1ccc2c(c1)OCO2	-8.9%	-63.3%[inhibitor]	2.7%	1.3%	19.5%	i	-1.2%	-29.4%	?
CC(=O)Nc1ccccc1-c1nc2ccccc2n(C(C)C(=O)c2ccc(C)c(C)c2)c1=O (configuration not stated)	-21.2%	-94.4%[inhibitor]	nt	20.3%	-3.2%	nt	nt	-13.9%	2.4%
CCn1c(Cc2c(C)[nH]c3ccccc23)nnc1SCC(=O)NCc1ccccc1	10.7%	-11.4%	-0.7%	-9.1%	11.9%	i	6.7%	-3.6%	-28.1%
CCOC(=O)N1CCN(CC(O)COc2ccc(OC)cc2C(C)(C)C)CC1 (configuration not stated)	26.6%	-4.8%	-0.3%	-24.3%	nt	i	0.8%	18.0%	-8.1%
COc1ccccc1NC(=O)Cn1c(SCC(=O)N(C)c2ccccc2)nc2ccccc21	-14.3%	14.0%	nt	-14.7%	10.2%	nt	nt	0.4%	?
Nc1ccn([C@@H]2O[C@H](C(=O)N(CCC3=CCCCC3)CC3CC3)[C@@H](O)[C@H]2O)c(=O)n1	-21.4%	-11.8%	nt	-5.5%	-10.5%	i	-7.3%	-6.5%	14.4%

# Ten entries from above, ordered by length of the SMILES, falling:
molecule	Abeta yeast res	PTHR1 agonist	Mm-Cpn inhibitor	HEK293 tox	FUS suppressor	Akt phos inh	aSyn yeast inh	TDP-43 yeast inh	GLP-1R inv ag
Nc1ccn([C@@H]2O[C@H](C(=O)N(CCC3=CCCCC3)CC3CC3)[C@@H](O)[C@H]2O)c(=O)n1	-21.4%	-11.8%	nt	-5.5%	-10.5%	i	-7.3%	-6.5%	14.4%
CC(=O)Nc1ccccc1-c1nc2ccccc2n(C(C)C(=O)c2ccc(C)c(C)c2)c1=O (configuration not stated)	-21.2%	-94.4%[inhibitor]	nt	20.3%	-3.2%	nt	nt	-13.9%	2.4%
COc1ccccc1NC(=O)Cn1c(SCC(=O)N(C)c2ccccc2)nc2ccccc21	-14.3%	14.0%	nt	-14.7%	10.2%	nt	nt	0.4%	?
CCn1c(Cc2c(C)[nH]c3ccccc23)nnc1SCC(=O)NCc1ccccc1	10.7%	-11.4%	-0.7%	-9.1%	11.9%	i	6.7%	-3.6%	-28.1%
CSCCC(NC(=O)/C(=C/c1ccco1)NC(=O)c1ccco1)C(=O)O (configuration not stated)	-3.6%	17.4%	nt	7.9%	?	i	-7.9%	-40.4%[inhibitor]	?
CCOC(=O)N1CCN(CC(O)COc2ccc(OC)cc2C(C)(C)C)CC1 (configuration not stated)	26.6%	-4.8%	-0.3%	-24.3%	nt	i	0.8%	18.0%	-8.1%
O=C(NCc1nc(-c2ccc(Cl)cc2)no1)c1ccc2c(c1)OCO2	-8.9%	-63.3%[inhibitor]	2.7%	1.3%	19.5%	i	-1.2%	-29.4%	?
O=C(CCN1C(=O)C2C3C=CC(C3)C2C1=O)NC1CCCCC1 (configuration not stated)	5.9%	13.1%	1.3%	4.1%	-2.4%	i	-5.6%	1.9%	16.9%
Cc1cnc(-c2nnc(N(C)C(=O)C3CCOC3)s2)cn1 (configuration not stated)	13.2%	i	0.5%	4.3%	9.2%	i	1.6%	16.0%	2.7%
O=C(/C(=C/c1ccccc1)c1ccccc1)N1CCCCC1	-18.4%	-17.3%[57.5 µM]	-1.6%	7.1%	9.3%	i	0.6%	-12.0%	?

# Not all compounds are listed; rates above refer to the full screens.
